ALOX12 inh – blocks human arachidonate 12S-lipoxygenase | P18054 | purified 12hLO, xylenol orange hydroperoxide absorbance | Potency, µM (top dose mostly 108 µM), for the others: at the top dose activity change, negative = inhibition, actives largely listed as inhibitors | 1.1% of 580,000 active; also: % is scaled to controls: 0 for no effect and ±100 for the full control effect
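Hydroperoxide product was detected by ferrous iron/xylenol orange as the 573 to 405 nm absorbance ratio. Arachidonic acid at 40 uM (final) was turned over for 30 min at room temperature by 150 nM human 12hLO, pH 7.0 Hepes buffer, after 15 min compound preincubation.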
RXFP1 agonist – activates the human relaxin receptor RXFP1; Potency, µM (highest dose often 57.5 µM), without a hit: at the top dose activation, usual class: activators; AID 2676; HEK293T-RXFP1 cAMP TR-FRET, 30 min; response scale: percent of porcine relaxin response, buffer zero; 0.3% of 370,000 active; also: % is scaled to controls: 0 for no effect and ±100 for the full control effect; nearly all actives have a fitted effect of over 60% in size; many of its hits are not listed in these tables
Target sequence (Q9HBX9 whole entry, looked up): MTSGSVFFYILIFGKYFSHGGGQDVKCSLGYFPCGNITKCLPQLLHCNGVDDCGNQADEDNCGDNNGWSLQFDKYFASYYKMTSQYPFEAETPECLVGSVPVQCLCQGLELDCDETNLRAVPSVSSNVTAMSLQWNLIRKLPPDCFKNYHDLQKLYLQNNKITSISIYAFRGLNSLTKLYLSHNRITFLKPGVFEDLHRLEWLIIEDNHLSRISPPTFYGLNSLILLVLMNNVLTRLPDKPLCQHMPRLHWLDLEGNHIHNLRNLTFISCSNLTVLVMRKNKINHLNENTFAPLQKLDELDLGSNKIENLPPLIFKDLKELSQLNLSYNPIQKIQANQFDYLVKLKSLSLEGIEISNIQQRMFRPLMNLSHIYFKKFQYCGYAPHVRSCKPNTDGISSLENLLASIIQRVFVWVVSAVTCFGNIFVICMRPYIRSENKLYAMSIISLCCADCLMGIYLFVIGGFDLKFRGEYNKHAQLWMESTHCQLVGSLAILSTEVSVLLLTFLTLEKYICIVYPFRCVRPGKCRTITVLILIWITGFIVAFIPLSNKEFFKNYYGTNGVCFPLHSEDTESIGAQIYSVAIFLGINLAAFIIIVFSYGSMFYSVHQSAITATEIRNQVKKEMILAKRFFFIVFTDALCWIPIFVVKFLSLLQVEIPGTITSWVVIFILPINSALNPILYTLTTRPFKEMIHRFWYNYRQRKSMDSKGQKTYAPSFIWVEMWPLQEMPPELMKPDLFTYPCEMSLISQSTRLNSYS
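Agonist response is measured as cAMP accumulation in an RXFP1-transfected HEK293T line under PDE4 inhibition. Values are scaled between buffer-only and 29 nM porcine relaxin, and EC50s come from standard Hill equation fits.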
RGS4 inhibitor – human RGS4 inhibition | P49798 | Transcreener GDP fluorescence polarization, RGS4-accelerated GTP hydrolysis | Potency, µM (titrated, usually from 114 µM), for inactives: at the top dose activity change, negative = inhibition, usual class: inhibitors | 0.039% of 390,000 active | AID 504845; also: % is scaled to controls: 0 for no effect and ±100 for the full control effect; nearly all actives have a fitted effect of over 75% in size; some results filed as inactive show a strong effect at the top dose
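MLSMR compounds (23 nl, pin-transferred) preincubated 10 min at room temperature with a 500nM (2x) first reagent, then RGS4 at 900nM (2x) plus Transcreener GDP mix added; fluorescence polarization (620/688 nm) read before and after 90 min at 30 °C.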
TrxR1 substrate – is turned over as a substrate by rat TrxR1 | purified TrxR1 substrate turnover, NADPH consumption readout | O89049 | 0.01% of 390,000 active | Potency, µM (highest dose often 114 µM), without a hit: top-dose activity change, negative = substrate turnover | AID 588456; also: % is scaled to controls: 0 for no effect and ±100 for the full control effect; nearly all actives have a fitted effect of over 50% in size
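Rat TrxR1, dispensed at 90 nM, was prereduced with 400 uM NADPH (final) for 5 min at ~22 deg C, then incubated with compound 15 min before 400 uM selenite. A first-read NADPH fluorescence drop versus no-compound background flagged substrates.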
Vif-APOBEC3F blk – Vif-A3F binding inhibition. HeLa A3F-eYFP + Vif (tagged APOBEC3F with the HIV-1 protein that degrades it), YFP fluorescence increase. Potency, µM (doses to about 46.1 µM), for the others: at the top dose activity, negative = active. 0.2% of 390,000 active. AID 602313; also: % of control where 0% means no effect; nearly all actives have a fitted effect of over 65% in size
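Fluorescence increase (Ex 488/Em 500-530) after overnight compound treatment at 37 deg C flags inhibition of Vif-driven A3F-eYFP loss in stable HeLa A3F-eYFP/Vif cells seeded overnight beforehand.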
mIDH1 inhibitor – blocks human mutant IDH1 R132H enzyme; O75874; Potency, µM (doses to about 76.6 µM), for the others: at the highest dose activity change, negative = inhibition, usual class: inhibitors; 0.093% of 390,000 active; AID 602179; IDH1-R132H enzyme, NADPH consumption, diaphorase/resazurin fluorescence; also: % is scaled to controls: 0 for no effect and ±100 for the full control effect; nearly all actives have a fitted effect of over 65% in size
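IDH1-R132H (0.5 ug/mL) preincubated 30 min with compound, then NADPH (0.016 mM) and alpha-KG (2 mM) added; 80 min at RT, pH 7.5. Remaining NADPH coupled via diaphorase/resazurin to fluorescence (540/590 nm); concentration-response curves normalized to no-enzyme control.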
rTrxR1 inhibitor – rat TrxR1 inhibition. O89049. Potency, µM (titrated, usually from 114 µM), inactives show at the top dose activity change, negative = inhibition, most hits filed as inhibitors. 1% of 390,000 active. recombinant rTrxR1, NADPH fluorescence consumption, selenite substrate; also: % is scaled to controls: 0 for no effect and ±100 for the full control effect; nearly all actives have a fitted effect of over 65% in size
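Rat TrxR1 (90 nM in the dispensed reagent) was pre-reduced with 400 uM NADPH for 5 min at room temperature, then incubated with compound for 15 min. After 400 uM selenite was added, NADPH fluorescence (Ex 340/Em 450 nm) was followed for 8 min.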
Vif-A3G inh – blocks the Vif interaction with human APOBEC3G | HeLa A3G-eYFP + Vif (tagged APOBEC3G with the HIV-1 protein that degrades it), YFP fluorescence, overnight | Potency, µM (series often up to 46.1 µM), for the others: at the highest dose activity, negative = active, most hits filed as inhibitors | Q9HC16 | 0.076% of 410,000 active | AID 602310;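 also: % is scaled to controls: 0 for no effect and ±100 for the full control effect; nearly all actives have a fitted effect of over 60% in size; hits raise eYFP signal because A3G escapes Vif-driven loss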
Target sequence (Q9HC16 whole entry, looked up): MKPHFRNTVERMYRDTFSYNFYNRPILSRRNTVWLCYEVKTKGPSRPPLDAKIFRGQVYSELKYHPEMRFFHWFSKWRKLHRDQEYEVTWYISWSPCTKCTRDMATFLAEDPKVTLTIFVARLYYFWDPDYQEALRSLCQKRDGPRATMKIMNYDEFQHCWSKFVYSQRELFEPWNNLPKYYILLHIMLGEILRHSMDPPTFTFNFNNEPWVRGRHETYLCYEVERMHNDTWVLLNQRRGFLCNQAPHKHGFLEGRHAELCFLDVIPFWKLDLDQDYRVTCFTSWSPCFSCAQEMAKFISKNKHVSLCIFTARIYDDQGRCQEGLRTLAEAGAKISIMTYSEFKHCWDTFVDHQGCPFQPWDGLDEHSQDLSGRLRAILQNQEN
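HeLa cells stably expressing Vif and C-terminally eYFP-tagged A3G, seeded overnight at 37 deg C, then exposed to compound by pintool overnight at 37 deg C. Rise in yellow fluorescence (Ex 488/Em 500-530, Acumen) marks blocked Vif-driven A3G degradation.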
USP1-UAF1 inh – inhibitors of human USP1/UAF1 deubiquitinase | O94782 | Potency, µM (doses to about 57.1 µM), without a hit: at the highest dose activity change, negative = inhibition, hits mostly inhibitors | AID 743255 | recombinant USP1/UAF1, Ub-Rhodamine cleavage fluorescence | 0.23% of 390,000 active; also: % is scaled to controls: 0 for no effect and ±100 for the full control effect; nearly all actives have a fitted effect of over 60% in size; inactives centre near -12
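USP1/UAF1 complex (1 nM) preincubated 15 min at room temperature with compound, then Ub-Rho substrate (150 nM final) added. Kinetic fluorescence at 480/540 nm over 6 reads at 60 s intervals; 50 mM HEPES pH 7.8, 0.5 mM EDTA, 0.1 mg/ml BSA, 1 mM TCEP, 0.01% Tween-20.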
An asterisk follows results filed as active; ? = inconclusive; . = no result given; [ ] = another dose, or the depositor's remark. Calls follow the shape of the dose curve; as a rule, active = well fitted curve in the direction sought with a large enough effect; inconclusive = small, poorly fitted or top-dose-only effect, or another doubt; inactive = no such curve, though single readings can be large; an effect the other way counts as inactive or inconclusive. Potency is read from the fitted curve at half-maximal effect. This is a subset; count on the stated rates, not on these rows.

Keys – A = ALOX12 inh; B = RXFP1 agonist; C = RGS4 inhibitor; D = TrxR1 substrate; E = Vif-APOBEC3F blk; F = mIDH1 inhibitor; G = rTrxR1 inhibitor; H = Vif-A3G inh; I = USP1-UAF1 inh
COCCN1C(=O)C(=O)/C(=C(/O)c2cccc(OC)c2)C1c1ccc(C)o1 (stereo not given)
  A: ?	B: 0.9%	C: 4%	D: -15%	E: -12%	F: 1%	G: -21%	H: 3%	I: 0%

COC(=O)[C@]1(C)N[C@H](CN(C)S(=O)(=O)c2ccc(C)cc2)[C@@H]2C(=O)N(Cc3ccccc3)C(=O)[C@@H]21
  A: -1%	B: .	C: -1%	D: -2%	E: 5%	F: -13%	G: 13%	H: -1%	I: -5%

CC(=O)NN1C(=O)c2ccccc2NC1c1cccc([N+](=O)[O-])c1 (stereo not given)
  A: 223%[activator]	B: -0.3%	C: -19%	D: -11%[57.1 µM]	E: 17%	F: 0%	G: 16%[57.1 µM]	H: 2%	I: -14%

COC(=O)c1ccccc1NC(=O)CCCn1nc([N+](=O)[O-])cc1C
  A: 22%	B: 9.5%	C: 1%	D: 2%	E: -3%	F: 0%	G: 19%	H: 1%	I: -17%

CC(=O)Nc1cccc(NC(=O)c2cc([N+](=O)[O-])ccc2N2CCCCC2)c1
  A: 389%[activator]	B: 3.7%	C: 14%	D: -8%	E: 8%	F: -10%	G: 14%	H: 0%	I: -12%

CCN(CC)C(=O)Nc1ccc(C(=O)OC)cc1
  A: 0%	B: 2.1%	C: -29%	D: 4%	E: -1%	F: 9%	G: 3%	H: 3%	I: -11%

Cc1ccc(C)c(C2C(=O)c3ccccc3C2=O)c1
  A: -5%	B: -1.2%	C: 17%	D: -1%	E: ?	F: -3%	G: 11%	H: -1%	I: -3%

CCN(c1ccccc1)S(=O)(=O)c1cccc(C(=O)NCc2ccccc2CN2CCOCC2)c1
  A: -7%	B: 1.6%	C: -43%	D: -14%	E: 0%	F: 3%	G: -12%	H: 1%	I: -17%

CCOc1ccccc1N(CC(=O)Nc1cccc(OC)c1)S(=O)(=O)c1ccccc1
  A: 127%[activator]	B: -0.7%	C: -9%	D: 1%	E: -6%	F: -9%	G: 27%	H: -8%	I: ?

COc1ccc(S(=O)(=O)NC2CC3CCC2C3)cc1 (stereo not given)
  A: 4%	B: 0.2%	C: 20%	D: 8%	E: 1%	F: -6%	G: 45%[activator]	H: 3%	I: 1%

COc1ccc(-c2noc(COc3ccc(Br)cc3C)n2)cc1OC
  A: ?	B: 2.0%	C: 17%	D: 1%	E: -7%	F: 8%	G: 22%	H: 1%	I: 1%

Cc1cc(C)cc(NC(=O)C2CCCN(c3nccc(C)n3)C2)c1 (stereo not given)
  A: 25%	B: 1.9%	C: -4%	D: 8%	E: -5%	F: 5%	G: 14%	H: -2%	I: -20%

O=C(OCc1ccco1)c1cccnc1
  A: -7%	B: 0.3%	C: -8%[11.4 µM]	D: 1%	E: 1%	F: -3%	G: ?	H: 1%	I: -16%

COc1ccc(-n2c(C)nc(N)c2C(=O)c2ccccc2)cc1
  A: 0%	B: 0.7%	C: 7%	D: -1%	E: 7%	F: -4%	G: 3%[57.1 µM]	H: 2%	I: -17%

O=C(c1ccco1)N1CCN(Cc2nnnn2CCc2ccccc2)CC1
  A: -13%[57.4 µM]	B: 2.1%	C: 1%	D: -6%	E: 2%	F: -4%	G: -12%	H: -3%	I: 4%

Single values from above.
In ALOX12 inh, CC(=O)Nc1cccc(NC(=O)c2cc([N+](=O)[O-])ccc2N2CCCCC2)c1 reads 389%[activator]
In ALOX12 inh, CCOc1ccccc1N(CC(=O)Nc1cccc(OC)c1)S(=O)(=O)c1ccccc1 reads 127%[activator]

The list goes on.
Keys – A = ALOX12 inh; B = RXFP1 agonist; C = RGS4 inhibitor; D = TrxR1 substrate; E = Vif-APOBEC3F blk; F = mIDH1 inhibitor; G = rTrxR1 inhibitor; H = Vif-A3G inh; I = USP1-UAF1 inh
O=C(NCc1ccccc1)c1sc(=S)n2c1[nH]c(=O)c1ccccc12
  A: ?	B: 0.8%	C: ?	D: -4%	E: -7%	F: 0%	G: -11%	H: 2%	I: ?

Cc1[nH]c2ccccc2c1C(c1ccccc1)c1ccc(Cl)s1 (stereo not given)
  A: -14%	B: 2.5%	C: -7%	D: -9%	E: 5%	F: 0%	G: -3%	H: -13%	I: -19%

COC(=O)CSc1ccccc1C(=O)OC
  A: 14%	B: 1.8%	C: -6%	D: 4%	E: 2%	F: 3%	G: 8%	H: -1%	I: -18%

COCCCn1c(SCC(=O)Nc2ccc(NC(=O)c3ccco3)c(OC)c2)nc2ccccc2c1=O
  A: 30%	B: 5.3%	C: -32%	D: 171%[activator]	E: -3%	F: 4%	G: 18%	H: 1%	I: -1%

COC1(C)CC2C(CC1OC(=O)c1cc([N+](=O)[O-])cc([N+](=O)[O-])c1)C2(C)C (stereo not given)
  A: -5%	B: 6.2%	C: 14%	D: 5%[57.1 µM]	E: 2%	F: 7%	G: 5%[57.1 µM]	H: -4%	I: -18%

COc1ccc(C2/C(=C(/O)c3ccc4c(c3)CC(C)O4)C(=O)C(=O)N2Cc2cccnc2)cc1 (stereo not given)
  A: -9%	B: ?	C: -10%[56.9 µM]	D: -16%[57.1 µM]	E: 1%	F: -6%	G: 14%[57.1 µM]	H: 7%	I: -18%

COc1ccc(NC(=O)CN(C)S(=O)(=O)c2ccc3c(c2)CC(C)N3C(C)=O)c(OC)c1 (stereo not given)
  A: -7%	B: -0.2%	C: -2%	D: 1%	E: 6%	F: 0%	G: 17%	H: -1%	I: -27%

CCOc1ccc(S(=O)(=O)NCCC(=O)OCC(=O)c2ccc(NC(C)=O)cc2)cc1
  A: -6%	B: -0.1%	C: 2%	D: -6%	E: -19%	F: 1%	G: -17%	H: 3%	I: -16%

Cc1ccc(S(=O)(=O)NCCC(=O)Nc2ncccc2O)cc1C
  A: 1%	B: -0.4%	C: 6%	D: -7%	E: 0%	F: 7%	G: -5%	H: 1%	I: -15%

CCOC(=O)C1=C(COc2ccccc2)NC(=O)NC1c1ccc(Cl)cc1 (stereo not given)
  A: -21%	B: -0.8%	C: 4%	D: 3%	E: -2%	F: 14%	G: 6%	H: -3%	I: -26%

CCOc1cc(NC(=O)C2CCCO2)c(OCC)cc1NC(=O)C1CC1 (stereo not given)
  A: -2%	B: 0.8%	C: -10%	D: 4%	E: -7%	F: 11%	G: 5%	H: 0%	I: -13%

O=C(O)c1ccc(CNC(=O)c2ccc3c(c2)OCCO3)cc1
  A: -5%	B: 0.7%	C: 12%	D: 4%	E: 11%	F: -1%	G: -12%[57.1 µM]	H: 0%	I: 0%

CCC1CC=CC2C1C(=O)N(Cc1ccccc1)C2c1ccoc1 (stereo not given)
  A: .	B: .	C: ?	D: -6%	E: .	F: .	G: ?	H: ?	I: .

COC(=O)C1=C(C)NC(=O)NC1c1ccc(-c2ccc(F)cc2)o1 (stereo not given)
  A: ?	B: -1.0%	C: -17%	D: 7%[57.1 µM]	E: -13%	F: -7%	G: ?	H: -7%	I: -24%

Cc1cc(S(=O)(=O)N2CCN(c3ccccc3C)CC2)ccc1F
  A: 0%	B: 1.6%	C: 15%	D: 4%[57.1 µM]	E: -1%	F: 2%	G: 13%	H: 0%	I: -19%

O=C(Nc1cccc(NC(=O)c2ccccc2Cl)c1)c1ccc([N+](=O)[O-])o1
  A: ?	B: -1.1%	C: 7%	D: -3%	E: 0%	F: -5%	G: 16%	H: -12%	I: -18%

CCc1ccc(S(=O)(=O)c2nnn3c2nc(Nc2cc(OC)ccc2OC)c2sccc23)cc1
  A: -12%	B: 8.0%	C: 11%	D: 8%	E: 0%	F: 6%	G: 37%[activator]	H: -1%	I: -24%

CCCC(=O)Nc1nnc(CCN2CCCCC2)s1
  A: -4%	B: -0.5%	C: 17%	D: 7%	E: 2%	F: -3%	G: 8%	H: 0%	I: -8%

O=[N+]([O-])c1ccccc1CCc1ccccc1[N+](=O)[O-]
  A: -1%	B: .	C: 21%	D: -8%[2.29 µM]	E: ?	F: -10%	G: -9%[2.29 µM]	H: 4%	I: 5%

CS(=O)(=O)N(CCc1ccccc1)CC(=O)Nc1ccc(Br)cc1F
  A: 42%[activator]	B: -0.5%	C: 3%	D: -3%	E: -4%	F: -6%	G: 15%	H: 8%	I: -26%

CCC(Sc1nc2ccccc2c(=O)[nH]1)C(=O)O (stereo not given)
  A: -27%	B: 1.3%	C: 6%	D: 10%	E: 0%	F: -1%	G: 19%	H: 1%	I: -21%

COc1cc(NC(=O)Cn2nc3c(cc2=O)CC(C)CC3)cc(OC)c1OC (stereo not given)
  A: -19%	B: 3.0%	C: 2%	D: 1%[57.1 µM]	E: 11%	F: -11%	G: 23%[57.1 µM]	H: 2%	I: 12%

O=C(NCC1CCCO1)C(=Cc1cccc([N+](=O)[O-])c1)C(=O)NCC1CCCO1 (stereo not given)
  A: -2%	B: -0.6%	C: ?	D: -21%[57.1 µM]	E: 9%	F: 7%	G: 8%[57.1 µM]	H: 4%	I: -5%

CC(C)n1cc(CN2CCCC(CO)(Cc3cccc(Cl)c3)C2)cn1 (stereo not given)
  A: -2%	B: -0.2%	C: 1%	D: 2%	E: -15%	F: 2%	G: 16%	H: 2%	I: -19%
